Screening results deposited in PubChem by several laboratories.
HMGR II inh – inhibitors of class II HMG-CoA reductase from Enterococcus faecalis. AID 1066. 190,000 tested, 0.41% active. purified E. faecalis HMGR, NADPH absorbance 340 nm kinetic. inhibition, % at 10 µM;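 active = inhibition above a set limit, the median over all tested compounds plus 3 SD, cut at about 9.5% in these data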;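 note: enzyme runs in reverse so mevalonate oxidation gives rising NADPH absorbance; 0% = complete reaction with DMSO and 100% = background rate lacking mevalonate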
PPARg SRC-3 ag – promotes SRC-3 coactivator recruitment by human PPARgamma. P37231. biochemical PPARgamma/SRC-3 coactivator recruitment assay. activation, % at 8 µM. 200,000 tested, 0.26% active. AID 731; in the data active = activation above about 23%;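 note: 0% = DMSO and 100% = reference agonist; some compounds past the cut are filed as inactive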
Target sequence (P37231 whole entry, looked up): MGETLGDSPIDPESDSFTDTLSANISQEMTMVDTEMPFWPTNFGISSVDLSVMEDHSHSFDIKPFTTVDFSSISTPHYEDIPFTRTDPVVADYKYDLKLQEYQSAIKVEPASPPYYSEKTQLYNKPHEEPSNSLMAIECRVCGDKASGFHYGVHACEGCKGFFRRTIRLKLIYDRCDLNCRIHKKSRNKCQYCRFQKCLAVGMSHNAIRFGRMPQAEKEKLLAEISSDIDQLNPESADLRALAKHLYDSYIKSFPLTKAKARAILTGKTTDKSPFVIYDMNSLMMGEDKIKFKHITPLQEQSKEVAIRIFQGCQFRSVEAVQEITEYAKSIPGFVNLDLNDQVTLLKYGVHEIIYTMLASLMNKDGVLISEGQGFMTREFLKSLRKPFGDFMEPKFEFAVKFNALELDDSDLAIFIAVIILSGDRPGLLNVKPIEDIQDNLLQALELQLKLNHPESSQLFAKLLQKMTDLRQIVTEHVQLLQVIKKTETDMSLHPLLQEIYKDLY
S1P3 antagonist – S1P3 (human) receptor antagonism; CHO S1P3 NFAT-BLA reporter, FRET fluorescence, antagonist mode; Q99500; 170,000 tested, 0.27% active; inhibition, % at 4.98 µM;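 active = inhibition above the plate cutoff, the mean inhibition of test wells on that plate plus 3 SD, cut at about 28% in these data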;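 note: cells challenged with S1P at its EC80 of 0.8 µM; blue over green emission ratio from cleaved BLA substrate after 4 h stimulation; 0% = S1P-stimulated wells and 100% = unstimulated DMSO-only wells; some compounds past the cut are filed as inactive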
Target sequence (Q99500 whole entry, looked up): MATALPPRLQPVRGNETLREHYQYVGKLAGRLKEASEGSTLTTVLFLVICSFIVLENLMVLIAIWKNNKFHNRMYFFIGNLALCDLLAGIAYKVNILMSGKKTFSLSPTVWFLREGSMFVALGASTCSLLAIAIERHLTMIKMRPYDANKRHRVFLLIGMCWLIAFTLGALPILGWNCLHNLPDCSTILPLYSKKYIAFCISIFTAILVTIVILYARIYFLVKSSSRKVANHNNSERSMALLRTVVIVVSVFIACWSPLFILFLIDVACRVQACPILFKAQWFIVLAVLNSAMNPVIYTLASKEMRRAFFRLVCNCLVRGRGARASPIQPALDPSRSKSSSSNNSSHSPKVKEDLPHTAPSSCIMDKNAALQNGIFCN
DTT redox prof – compounds producing H2O2 with reducing agent – biochemical, NIH compound library profiling, artefact control for MLSCN library redox annotation, primary screen. DTT-dependent redox cycling H2O2, phenol red/HRP absorbance; 100% = 100 µM peroxide control, 0% = buffer. AID 878. activation, % at 10 µM. 200,000 tested, 0.03% active;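 active = activation of at least 50% relative to the plate's high and low controls in the primary single-dose screen; inactive = activation below 50%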;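 note: compound incubated with DTT at 0.8 mM final as the reducing agent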
PPARg SRC1 recr – promotes SRC-1 coactivator recruitment by human PPARgamma. P37231. PPARgamma-SRC-1 coactivator recruitment biochemical assay. activation, % at 8 µM. 200,000 tested, 0.41% active. AID 631; in the data active = activation above about 19%;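 note: 0% = DMSO and 100% = reference agonist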
TR-FRET SRC-2 ct – TR-FRET artefact, counter-screen to PPARgamma/SRC-2 agonist assay; 200,000 tested, 0.4% active; stronger effect = higher value; TR-FRET ratio at 8 µM; in the data active = TR-FRET ratio above about 2000; note: inactives centre near 1500; reference of the scale not given here
ROMK primary – modulates human ROMK potassium channel activity; P48048; Tet-inducible ROMK, thallium flux fluorescence; actives lie on both sides; B-score at 10 µM; 130,000 tested, 2% active; AID 1918;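 active = signal ratio slope over the read window, or its plate-corrected B-score, at least 3 SD from the plate mean, either direction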;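 note: B-score of the F/F0 ratio slope over 7 to 12 s after thallium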
bIAP inh – blocks bovine intestinal alkaline phosphatase activity. purified bovine IAP, CDP-star luminescence, 30 min. inhibition, % at 20 µM. 190,000 tested, under 10 active. AID 1019;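 active = over 50% inhibition of intestinal alkaline phosphatase at 20 µM in the single-dose screen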
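System: Purified bovine intestinal alkaline phosphatase (IAP) enzyme | Input: IAP diluted 1/65,000,000 in the well | Also added: CDP-star chemiluminescent phosphatase substrate, 30 µM final | Dosing: 20 µM single dose | Times: Enzyme reaction for 30 min at room temperature | Detection: Luminescence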
Lmaj promast – Leishmania major promastigote growth inhibition. 200,000 tested, 9% active. Leishmania major promastigotes, resazurin fluorescence viability. inhibition, % at 10 µM; in the data active = inhibition above about 50%;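 note: promastigotes grown with compound for 44 hours at 28 °C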
RAM network inh – yeast RAM network inhibition; S. cerevisiae dse1pr::URA3 reporter, 5-FOA growth OD615, 2 d; analog-sensitive cbk1-as2 kinase mutant strain; inhibition, % at 50 µM; 190,000 tested, 1.8% active;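 active = inhibition above a set limit, 3 SD over mean compound inhibition, cut at about 8.4% in these data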;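 note: 0% = DMSO-only wells with no growth and 100% = 10 µM 1-NA-PP1 full growth; inhibition rescues growth on 5-FOA so higher OD means more RAM inhibition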
PPARg SRC2 recr – promotes SRC-2 coactivator recruitment by human PPARgamma; 200,000 tested, 0.34% active; P37231; AID 1032; activation, % at 8 µM; PPARgamma LBD-SRC-2 recruitment, biochemical; in the data active = activation above about 22%;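 note: 0% = vehicle and 100% = reference agonist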
Starred values were filed as active, the others as inactive; · = not tested or not shown. Random draw from the library (roughly 13% active in at least one column).

SMILES	HMGR II inh	PPARg SRC-3 ag	S1P3 antagonist	DTT redox prof	PPARg SRC1 recr	TR-FRET SRC-2 ct	ROMK primary	bIAP inh	Lmaj promast	RAM network inh	PPARg SRC2 recr
Cc1ccnc(SCC(=O)c2ccc([N+](=O)[O-])cc2)n1	-8	3	-7	-0.1	-2	1772	·	-1	4	2.7	5
CN(C)CCNC(=O)C(C(=O)c1ccc(F)cc1)n1ccccc1=O (stereo not drawn)	1	12	-23	-4.1	3	1566	-0.69	-2	2	0.8	10
CCOC(=O)c1[nH]c(C)c(C(=O)c2cc(F)ccc2F)c1C	0	-5	14	1.4	-5	1508	·	12	4	-0.3	0
CC(C)NC(=O)CN1CCC(O)(c2ccccc2)CC1	-2	11	-6	0.3	15	1842	0.21	6	33	1.4	-5
CCOc1cc2[nH]c(=O)n(CCCC(=O)N(C)Cc3ccccc3)c(=O)c2cc1OCC	-2	1	-10	0.6	3	1635	0.9	-4	-3	-0.4	4
CC(C)(C)c1ccc(S(=O)(=O)N2CCN(CCC#N)CC2)cc1	-7	-5	14	0.1	-1	1485	·	19	56*	0.8	-3
c1ccc(Cn2cc(CN3CCCO3)c(-c3ccc4c(c3)OCO4)n2)cc1	-7	-2	16	-0.8	0	1595	-1.8	2	0	4.8	-5
Cc1nnc(SCC(=O)NC(C)(C)C)n1NCc1ccc(Cl)cc1	-1	-4	-21	-1.2	-4	1183	0.47	6	1	-0.9	-8
CCOc1ncccc1C(=O)OCC(=O)c1ccc(C)c(C)c1	2	4	-9	-1.0	-2	1615	0.1	-13	-1	1.4	4
O=C(O)c1ccccc1S(=O)(=O)c1ccccc1CO	-8	5	21	1.0	-2	1545	0.47	-1	-9	0.0	-3
COC(=O)c1cc(C(=O)Nc2ccc(Cl)cn2)cc([N+](=O)[O-])c1	-1	1	-5	-0.6	5	1565	0.69	12	15	2.8	-3
COc1ncccc1-c1nnn(-c2ccc(Cl)nc2)n1	0	4	-8	0.8	6	1695	·	12	-2	0.3	8
CCCCn1c(=O)n(C)c(=O)c2c(C(F)(F)F)cc(-c3ccncc3)nc21	-1	-6	10	-0.5	6	1514	-2.3	13	31	2.4	4
Cc1nn(-c2ccc(F)cc2)c(Cl)c1/C=C1\C(=O)Nc2ccccc21	0	2	-9	-0.2	-2	1695	-0.0025	-8	7	8.6*	8
O=C(O)C1CC(O)CN1c1nc(Cl)ccc1[N+](=O)[O-] (stereo not drawn)	0	4	-19	0.5	2	1643	0.062	0	-6	1.6	2
NS(=O)(=O)c1cnccc1Nc1ccc(Cl)c(Cl)c1	1	4	-5	-0.1	-2	1416	-2	-3	-5	0.9	-9
O=C(c1cccs1)N(C(=O)c1cccs1)c1ccccn1	1	-5	8	-0.4	6	1478	·	10	-5	3.0	4
COc1ccc(C2C3=C(CC(C)(C)CC3=O)N(C)C3=C2C(=O)CC(C)(C)C3)cc1	-1	4	-5	-0.8	1	1394	-0.013	-64	0	1.1	2
O=C(NCCN1CCCCC1)c1cc(OCC(F)(F)F)ccc1OCC(F)(F)F	7	0	·	-3.6	2	1529	·	6	0	-0.9	8
Cc1ccc(NC(=S)N2CCCC(c3nc4ccccc4[nH]3)C2)cc1 (stereo not drawn)	-4	3	-10	-0.5	-4	1435	0.4	-1	89*	0.5	7
CC(=O)NC1C(OCc2cccc(Br)c2)OC(COC(C)=O)C(OC(C)=O)C1OC(C)=O (stereo not drawn)	-3	-3	-4	-1.8	1	1702	1.5	-30	-8	0.8	5
N[C@@H](C(=O)N[C@@H]1C(=O)N2C(C(=O)O)=C(Cl)CS[C@H]12)c1ccccc1	-1	-1	0	0.8	5	1362	·	-14	-7	0.7	-3
CC(C)CCOc1ccc(C2=NNC(=O)CC2)cc1	-1	3	-1	0.0	-2	1512	0.048	10	-4	0.1	8
O=C(O)c1ccc(O)c(N2C(=O)Nc3ccccc3N2O)c1	-4	2	1	0.0	-2	1642	-0.19	-9	23	1.2	-5
CC12CC3(C)CC(C)(C1)CC(NC(=O)N1CCCC1)(C2)C3	-3	15	·	-0.5	2	1633	0.25	12	0	0.8	-2
CC(Oc1ccc(Cl)cc1)C(=O)N/N=C/c1ccsc1 (stereo not drawn)	-3	5	-14	0.1	4	1590	-0.05	14	-3	3.0	5
O=C(O)c1ccc(-c2ccc(/C=C3\NC(=O)N(Cc4ccc(Cl)cc4)C3=O)o2)cc1Cl	-2	3	-25	-1.7	6	1544	0.068	-15	-6	4.3	9
CCCCOc1ccc(C2NC(=O)NC(C)=C2C(C)=O)cc1OCC (stereo not drawn)	1	-2	6	-0.5	-6	1584	-0.43	5	-3	1.0	-5
NCCCC[C@H]1CNC(=S)N1CCCCC1CCCCC1	-3	-2	-3	0.3	0	1468	·	50	9	-1.0	-1
CCS(=O)(=O)n1nc(-c2ccccc2)cc1N	-2	-5	-11	-1.0	4	1683	·	-2	-4	0.0	3
Cc1cccc(-n2cc(CNCCN3CCOC3=O)c(-c3cccc(F)c3)n2)c1	-3	5	-9	0.8	7	1644	0.17	9	11	1.5	1
Cc1cc(=O)n2c3ccccc3n(CC(O)CN3CCC(C)CC3)c2c1C#N (stereo not drawn)	1	-7	-10	0.6	5	1352	·	23	10	0.2	-8
COc1cccc(-c2nc(N3CCN(c4ccccc4)CC3)c3ccccc3n2)c1O	2	4	·	0.3	6	1626	·	-7	2	2.9	3
Cc1ccc(C)c(CN2C(=O)C3(OCCCO3)c3ccccc32)c1	-1	-1	-3	1.4	-2	1489	·	2	58*	2.3	10
COCCN(CCOC)S(=O)(=O)c1ccc(C(=O)Nc2nc(-c3ccncc3)cs2)cc1	4	7	20	1.9	17	1573	·	1	85*	0.4	7
CCOc1cccc(OCCOCCN2CCCC2)c1	-1	2	-2	0.1	2	1452	·	6	-6	0.3	16
CCOC(=O)c1c(NC(=O)c2ccoc2C)sc(C)c1C	-2	6	·	0.1	1	1427	-0.37	19	-4	3.5	6
N#Cc1nc(-c2ccc(OCc3ccccc3)cc2)oc1NCCCn1ccnc1	-1	4	-10	-0.4	0	1583	-2.4	-6	52*	-1.5	8
Cc1c(NC(=O)OCCSc2nc(N(C)C)nc(N(C)C)n2)sc(=S)n1C	3	9	·	-0.5	5	1619	-0.42	9	8	5.0	6
COC(=O)C1CCN(C(=O)CSc2nnc(-c3ccncc3)o2)CC1	0	2	·	1.2	-6	1528	·	7	1	0.7	-11

Arranged by molar mass (falling): part of the list above.
SMILES	HMGR II inh	PPARg SRC-3 ag	S1P3 antagonist	DTT redox prof	PPARg SRC1 recr	TR-FRET SRC-2 ct	ROMK primary	bIAP inh	Lmaj promast	RAM network inh	PPARg SRC2 recr
COCCN(CCOC)S(=O)(=O)c1ccc(C(=O)Nc2nc(-c3ccncc3)cs2)cc1	4	7	20	1.9	17	1573	·	1	85*	0.4	7
COc1cccc(-c2nc(N3CCN(c4ccccc4)CC3)c3ccccc3n2)c1O	2	4	·	0.3	6	1626	·	-7	2	2.9	3
N#Cc1nc(-c2ccc(OCc3ccccc3)cc2)oc1NCCCn1ccnc1	-1	4	-10	-0.4	0	1583	-2.4	-6	52*	-1.5	8
Cc1cccc(-n2cc(CNCCN3CCOC3=O)c(-c3cccc(F)c3)n2)c1	-3	5	-9	0.8	7	1644	0.17	9	11	1.5	1
Cc1cc(=O)n2c3ccccc3n(CC(O)CN3CCC(C)CC3)c2c1C#N (stereo not drawn)	1	-7	-10	0.6	5	1352	·	23	10	0.2	-8
COC(=O)C1CCN(C(=O)CSc2nnc(-c3ccncc3)o2)CC1	0	2	·	1.2	-6	1528	·	7	1	0.7	-11
CCCCOc1ccc(C2NC(=O)NC(C)=C2C(C)=O)cc1OCC (stereo not drawn)	1	-2	6	-0.5	-6	1584	-0.43	5	-3	1.0	-5
Cc1ccc(C)c(CN2C(=O)C3(OCCCO3)c3ccccc32)c1	-1	-1	-3	1.4	-2	1489	·	2	58*	2.3	10
NCCCC[C@H]1CNC(=S)N1CCCCC1CCCCC1	-3	-2	-3	0.3	0	1468	·	50	9	-1.0	-1
CC(Oc1ccc(Cl)cc1)C(=O)N/N=C/c1ccsc1 (stereo not drawn)	-3	5	-14	0.1	4	1590	-0.05	14	-3	3.0	5
CCOC(=O)c1c(NC(=O)c2ccoc2C)sc(C)c1C	-2	6	·	0.1	1	1427	-0.37	19	-4	3.5	6
O=C(O)c1ccc(O)c(N2C(=O)Nc3ccccc3N2O)c1	-4	2	1	0.0	-2	1642	-0.19	-9	23	1.2	-5
CC12CC3(C)CC(C)(C1)CC(NC(=O)N1CCCC1)(C2)C3	-3	15	·	-0.5	2	1633	0.25	12	0	0.8	-2
CCS(=O)(=O)n1nc(-c2ccccc2)cc1N	-2	-5	-11	-1.0	4	1683	·	-2	-4	0.0	3

(continued)
SMILES	HMGR II inh	PPARg SRC-3 ag	S1P3 antagonist	DTT redox prof	PPARg SRC1 recr	TR-FRET SRC-2 ct	ROMK primary	bIAP inh	Lmaj promast	RAM network inh	PPARg SRC2 recr
COc1cc(OC)nc(NC(=S)NC(=O)c2ccccc2)n1	3	-3	17	0.2	1	1561	0.073	5	-6	2.0	6
NC(=O)c1ccccc1NC(=S)NC(=O)c1ccc(Br)o1	-5	7	-5	0.1	-2	1809	0.53	-31	-8	1.6	4
Clc1ccc(CSc2nc3ccncc3[nH]2)cc1	-1	-5	·	-0.9	-4	1718	·	-29	-1	0.1	-2
C/C(=N\NC(=O)C1=NNC(=O)C1C)c1cccs1 (stereo not drawn)	-2	3	-10	-0.4	19	1678	1.4	-7	1	1.5	3
COc1cccc(NC(=O)CN2C(=O)C(c3ccc(C)cc3)=NC23CCCCCC3)c1	-5	6	-6	-0.2	16	1487	·	10	-4	-1.4	14
O=C(c1cccs1)N1CCC2(O)CCCCC2C1c1ccc(F)cc1 (stereo not drawn)	-4	-4	12	0.0	-6	1423	·	15	4	-0.5	4
CCN(CC)c1ccc(NC(=O)c2cnc3ccccn3c2=O)c(C)c1	1	1	-12	-3.3	5	1579	·	12	6	2.2	6
Cc1cc(C)n(CCN(C)c2nc3nonc3nc2NC2CC2)n1	-1	1	-3	0.4	4	1814	0.69	0	-7	0.7	13
OC(COc1ccc(Cl)c2ccccc12)CN1CCN(c2ccccn2)CC1 (stereo not drawn)	-4	-1	·	-0.4	-3	1620	·	-31	3	0.3	3
CN(C)Cc1nc2ccccc2c(=O)n1Cc1nc(-c2cccc([N+](=O)[O-])c2)cs1	-3	5	-12	-1.8	6	1602	-0.97	-4	52*	1.2	5
O=S(=O)(Nc1nc2ccccc2nc1Cl)c1ccc2ccccc2c1	2	2	-9	0.2	-6	1570	-2.1	-7	38	6.2	-4
